UBC13 polyUb – human UBC13 polyubiquitination inhibition. 330,000 compounds, 0.47% hits. P61088. UBC13 polyubiquitin chain formation, TR-FRET. inhibition, % at 20 µM; in the data active means inhibition above about 45%, passing the limit was not always enough
Target sequence (P61088 whole entry, looked up): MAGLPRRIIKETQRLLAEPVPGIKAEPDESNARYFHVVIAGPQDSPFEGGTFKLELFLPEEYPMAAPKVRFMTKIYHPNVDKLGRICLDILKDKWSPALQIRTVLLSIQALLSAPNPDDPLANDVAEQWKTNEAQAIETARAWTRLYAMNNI
HKDC1 inh – inhibitors of human hexokinase HKDC1; Q2TB90; recombinant HKDC1, G6PDH/diaphorase resazurin coupled fluorescence; inhibition, % at 20 µM; 340,000 compounds, 0.16% hits;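 active means inhibition above about 35% when tested at 20 µM, limit read from the data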;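 further: plate controls were DMSO wells with enzyme for no effect and DMSO wells lacking enzyme for full effect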
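test system = in-house recombinant HK5 (HKDC1) enzyme | amount = HKDC1 at 5 µg/mL | control set = DMSO-enzyme wells negative, buffer-substituted wells positive | compound = one dose of 20 µM, 1% DMSO | schedule = reaction time 90 min, room temperature, protected from light | technique = resorufin fluorescence at 613 nm | reagent = glucose with 1 mM ATP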
SENP7 inh – blocks the human protease SENP7 | Q9BQF6 | recombinant SENP7, Z-RLRGG-aminoluciferin luminescence, 40 min | inhibition, % at 5 µM | 330,000 compounds, 1.5% hits | AID 434973;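 active means inhibition above about 50% at the single test dose, limit read from the data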;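 further: plate controls were DMSO with enzyme for no effect and no enzyme buffer wells for full effect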
Target sequence (Q9BQF6 706-1050 limits assumed): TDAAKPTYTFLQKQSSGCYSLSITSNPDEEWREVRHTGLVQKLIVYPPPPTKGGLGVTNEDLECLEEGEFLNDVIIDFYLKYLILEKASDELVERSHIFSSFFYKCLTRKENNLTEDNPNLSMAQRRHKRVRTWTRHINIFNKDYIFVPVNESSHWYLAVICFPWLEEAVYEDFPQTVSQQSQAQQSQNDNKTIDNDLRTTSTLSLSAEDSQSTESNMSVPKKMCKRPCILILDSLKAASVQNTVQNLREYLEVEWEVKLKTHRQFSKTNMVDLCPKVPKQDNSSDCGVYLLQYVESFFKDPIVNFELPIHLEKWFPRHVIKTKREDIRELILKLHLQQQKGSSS
SENP8 block – blocks the human protease SENP8; AID 2540; inhibition, % at 10 µM; Q96LD8; 330,000 compounds, 1.2% hits; purified SENP8, Z-RLRGG-aminoluciferin cleavage, luminescence
Target sequence (Q96LD8 whole entry, looked up): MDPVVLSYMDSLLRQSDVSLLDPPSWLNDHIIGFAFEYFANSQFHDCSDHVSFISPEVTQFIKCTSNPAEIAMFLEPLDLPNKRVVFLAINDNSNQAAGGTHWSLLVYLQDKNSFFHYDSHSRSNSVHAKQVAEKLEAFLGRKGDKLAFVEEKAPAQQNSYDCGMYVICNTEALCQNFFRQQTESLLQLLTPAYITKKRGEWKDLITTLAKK
697 NFkB inh – lowers PMA/ionomycin-induced NF-kB signal in 697 B cells | 697 B-cell NF-kB luciferase reporter, 16 h | AID 435022 | 330,000 compounds, 0.33% hits | inhibition, % at 4 µM; in the data active means inhibition above about 35%
Jurkat NFkB inh – inhibitors of the PMA/ionomycin-induced NF-kB reporter in Jurkat cells; PMA/ionomycin-induced NF-kB luciferase reporter, luminescence; inhibition, % at 4 µM; 330,000 compounds, 0.53% hits; AID 435003
Gli-Sufu antag – Gli-Sufu pathway antagonism | AID 588413 | 340,000 compounds, 0.74% hits | inhibition, % at 5 µM | Sufu-KO-LIGHT fibroblasts, Gli luciferase reporter luminescence;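 active means inhibition above about 55%, limit read from the data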;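 further: 0% = DMSO-treated cells and 100% = wells with medium but no cells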
Apaf1 inhib – inhibitors of human Apaf-1 apoptosome; O14727; reconstituted apoptosome caspase-3 activity, DEVD-Rh110 fluorescence; inhibition, % at 20 µM; 330,000 compounds, 0.71% hits; AID 489030; active means inhibition of at least 40% at 20 µM;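 further: plate controls were DMSO wells for no effect and DEVD-CHO caspase inhibitor wells for full effect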
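Medium: Hepes buffer, pH 7.5 / System: biochemical Apaf-1 apoptosome reconstitution / Measured by: Rh110 fluorescence, excitation 480 nm, emission 540 nm / Times: compound with Apaf-1, dATP, procaspase-3 30 min, then 50 min reaction, room temperature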
Active calls of the source: *. Unless noted, no stated cut-off is given here; in the data, active means inhibition above about 50%; inactive means the rest. Not a hit list; any-hit rate near 3.6%.

Molecule,UBC13 polyUb,HKDC1 inh,SENP7 inh,SENP8 block,697 NFkB inh,Jurkat NFkB inh,Gli-Sufu antag,Apaf1 inhib
COc1ccc(CNC(=O)COc2ccc([N+](=O)[O-])cc2)cc1,-6,-2,-1,4,14,-8,-11,5
Cc1ccc(NC(=O)C(c2ccccc2)c2ccccc2)c(O)c1,2,4,-4,-1,-1,6,-8,7
Cc1ccccc1C(=O)N1CCN(c2ccc(NC(=O)c3ccc4c(c3)OCO4)cc2)CC1,-12,2,-8,-5,1,5,36,2
CSCC[C@H](NC(=O)C1CCN(S(=O)(=O)c2ccc(C)cc2)CC1)C(=O)NCc1ccco1,-7,3,-6,-9,-8,3,5,14
O=C(O)c1ccccc1C(=O)Nc1ccc(Nc2ccc([N+](=O)[O-])cc2[N+](=O)[O-])cc1,-33,5,-4,1,15,17,2,7
O=C(NCc1ccc2c(c1)OCO2)c1ccc(CSCc2ccccc2Cl)o1,18,0,-2,-11,-4,7,14,2
COc1ccc(C(C(=O)NC(C)(C)C)N(Cc2ccco2)C(=O)CCC(=O)Nc2ccccn2)cc1 (configuration not stated),-1,0,-2,-2,10,6,-3,8
COc1ccc(OC)c(C2C(C(=O)c3ccccc3)=C(C)Nc3nc4ccccc4n32)c1 (configuration not stated),-17,-8,-8,6,1,-38,14,13
COc1ccc(OCCSc2nnc(-c3cccnc3)n2N)cc1,8,-2,6,0,17,-1,1,-4
CC1CCCN(CC(=O)Nc2ccc(S(=O)(=O)N3CCCCCC3)cc2)C1 (configuration not stated),-12,1,-4,0,-21,-29,10,13

Profiles, quoted from the list. Order of values: UBC13 polyUb, HKDC1 inh, SENP7 inh, SENP8 block, 697 NFkB inh, Jurkat NFkB inh, Gli-Sufu antag, Apaf1 inhib
Cc1ccc(NC(=O)C(c2ccccc2)c2ccccc2)c(O)c1 reads 2, 4, -4, -1, -1, 6, -8, 7
O=C(O)c1ccccc1C(=O)Nc1ccc(Nc2ccc([N+](=O)[O-])cc2[N+](=O)[O-])cc1 reads -33, 5, -4, 1, 15, 17, 2, 7

Other entries follow:
Molecule,UBC13 polyUb,HKDC1 inh,SENP7 inh,SENP8 block,697 NFkB inh,Jurkat NFkB inh,Gli-Sufu antag,Apaf1 inhib
CCOC(=O)N1CCN(C(=O)c2ccc(N3C(=O)CCC3=O)cc2)CC1,-3,16,3,-1,16,-4,7,5
O=C1SC(c2ccccc2)=C/C1=C\N1CCCCC1,-7,7,-1,-13,-8,-4,8,-18
O=C(COc1cccc2cccnc12)N1CCc2ccccc2C1,9,9,-2,0,7,9,4,4
Cc1cccc(NC(=O)CCc2ccc(S(=O)(=O)NC3CCCCC3)cc2)c1,-1,-6,14,-13,-19,-8,7,23
O=C(COC(=O)/C=C/c1cccc(C(F)(F)F)c1)NCc1ccco1,-4,-4,-2,-4,8,1,7,-3
O=C(Nc1nnc(-c2ccc3c(c2)CCCC3)o1)C1CCCCC1,-6,-4,2,-7,-57,-34,-59,10
CN(C(=O)NC1CCCCC1)c1ccccc1,-3,-11,1,-2,2,1,-2,-16
COc1ccc(C2=NOC(Cn3nc(-c4ccccc4)cc3C(=O)NCc3ccco3)C2)cc1 (configuration not stated),8,-4,2,10,3,-5,5,20
CCCCCCSc1ncc(C#N)c(N)n1,7,0,0,-9,-21,-4,-42,6
O=c1c(-c2ccc3c(c2)OCCO3)coc2c(CN3CCOCC3)c(O)ccc12,2,-11,1,-6,-50,-19,-6,11

Individual results from above.
In UBC13 polyUb, O=c1c(-c2ccc3c(c2)OCCO3)coc2c(CN3CCOCC3)c(O)ccc12 reads 2
In SENP8 block, CN(C(=O)NC1CCCCC1)c1ccccc1 reads -2
In Gli-Sufu antag, O=C(COc1cccc2cccnc12)N1CCc2ccccc2C1 reads 4

Additional entries follow:
Molecule,UBC13 polyUb,HKDC1 inh,SENP7 inh,SENP8 block,697 NFkB inh,Jurkat NFkB inh,Gli-Sufu antag,Apaf1 inhib
Cc1oc(-c2ccc(Cl)cc2)nc1CN1CCC(C(=O)NCC2CCCO2)CC1 (configuration not stated),-4,-4,4,-3,10,17,5,0
CCOC(=O)c1ccc(S(=O)(=O)N2CCN(CC3CC=CCC3)CC2)cc1 (configuration not stated),6,-9,-5,-6,9,11,3,5
CC(C)=C(NC(=O)c1ccccc1Br)C(=O)NCCc1nc2ccccc2[nH]1,1,-4,7,-1,12,-15,0,-17
CCOC(=O)c1nn(-c2ccc(C)cc2)cc1O,15,-4,10,-7,11,-85,9,-9
CCCc1nnc(NC(=O)CCC(=O)N2CCN(Cc3cc(F)ccc3OC)CC2)s1,8,-4,1,-8,3,13,6,-17
COc1ccc(-c2nnc3ccc(SCC(=O)N4CCOCC4)nn23)cc1,-4,1,2,1,10,-1,-6,5
COC(=O)C[C@H]1c2ccccc2S(=O)(=O)N1c1cccc(OC)c1,-5,-4,17,-11,0,4,11,-6
COc1ccc(-c2coc3cc(O)c(OC)cc3c2=O)cc1,4,-5,53*,39,-45,-27,-34,-1
CC1CCN(C(=O)CCC(=O)N2CC(C)Oc3ccccc32)CC1 (configuration not stated),-8,1,-4,0,21,12,-8,-1
COc1ccccc1CN1C(=O)CCC1(C)C(=O)NC1CCCCCC1 (configuration not stated),-14,-8,0,-3,-18,2,3,2

Four of these compounds in a different format:
Sequence of screens: UBC13 polyUb	HKDC1 inh	SENP7 inh	SENP8 block	697 NFkB inh	Jurkat NFkB inh	Gli-Sufu antag	Apaf1 inhib
> COc1ccc(-c2nnc3ccc(SCC(=O)N4CCOCC4)nn23)cc1
 : -4	1	2	1	10	-1	-6	5
> COC(=O)C[C@H]1c2ccccc2S(=O)(=O)N1c1cccc(OC)c1
 : -5	-4	17	-11	0	4	11	-6
> COc1ccc(-c2coc3cc(O)c(OC)cc3c2=O)cc1
 : 4	-5	53*	39	-45	-27	-34	-1
> CC1CCN(C(=O)CCC(=O)N2CC(C)Oc3ccccc32)CC1 (configuration not stated)
 : -8	1	-4	0	21	12	-8	-1

(further entries)
Molecule,UBC13 polyUb,HKDC1 inh,SENP7 inh,SENP8 block,697 NFkB inh,Jurkat NFkB inh,Gli-Sufu antag,Apaf1 inhib
CC(OC(=O)c1cccc(-n2cnnn2)c1)C(=O)NCc1ccccc1 (configuration not stated),2,-1,-5,-9,2,0,-9,4
O=C(CCC(=O)Nc1ccccc1)N/N=C/c1ccco1,11,-13,8,3,1,-7,5,-19
O=C(c1cccs1)N1CCc2ccccc2C1,-6,14,-5,-15,-16,-4,-9,-1
Cc1ccc(NC(=O)N2CCC(C(=O)NCc3ccccc3)CC2)cc1,6,6,-6,-2,17,15,-4,-2
Cc1ccc(C(=O)NNC(=O)c2cccc(S(=O)(=O)N3CCOCC3)c2)cc1,-8,-5,-16,-9,5,-7,-3,11
Cc1ccc(C)c(OCCC(=O)N2CCN(S(=O)(=O)c3ccc([N+](=O)[O-])cc3)CC2)c1,-3,-1,-3,6,27,7,3,4
CCCn1c(CN2CCN(c3cccc(Cl)c3)CC2)nc2c1c(=O)n(C)c(=O)n2C,3,-4,4,-2,-6,14,19,13
CCOC(=O)Cn1nc(C)c(NC(=O)c2ccc(Cl)c([N+](=O)[O-])c2)c1C,-12,-3,7,5,7,-33,1,-3
CCN(CC)S(=O)(=O)c1ccc(Cl)c(NC(=O)COC(=O)c2cc(-c3ccccc3Cl)nc3ccccc23)c1,-9,0,-7,-10,1,-2,-9,2
Cc1ccc(N=Cc2sc(O)c3ccccc23)cc1,-28,-1,76*,86*,-257,-197,-54,22
C#CCOc1ccc(/C=C2\SC(=S)N(Cc3cccnc3)C2=O)cc1,-6,-10,22,-13,-19,8,20,22
COc1ccc(C2CC(c3cccs3)=NN2c2nc(-c3ccccc3)cs2)cc1OC (configuration not stated),1,-21,-5,-11,-26,-13,-6,-12
O=C(N/N=C/c1coc2ccc(Cl)cc2c1=O)c1ccc(O)cc1,13,11,6,-8,24,12,-5,7
CCC1(CC)C(=O)NC(=O)NC1=NCCc1c[nH]c2ccccc12,1,11,11,1,24,5,10,-4
CN1CCN(S(=O)(=O)c2ccc(-c3noc(C4CCN(S(C)(=O)=O)CC4)n3)cc2)CC1,6,-13,0,0,13,13,-2,-4
COc1ccc(Cl)cc1NS(=O)(=O)c1c(C)[nH]c(=O)[nH]c1=O,1,-2,0,-2,9,2,2,19
CCn1c(SCC(=O)NC2CCCCC2)nnc1-c1ccccc1F,5,-4,-4,-4,4,7,35,4
OCC1(Cc2cccc(F)c2)CCN(Cc2ccc3cccc(F)c3n2)CC1,4,-5,14,9,-2,-16,21,8
Cc1cc(C)c(OCCCNC2CCCC2)c(Br)c1,12,-5,-5,-5,-6,1,19,9
COc1cccc(NC(=O)Nc2c(C)n(C)n(-c3ccccc3)c2=O)c1,-10,-3,4,3,10,16,1,2
CC(=O)Nc1ccc(NC(=O)CCNC(=O)c2ccccc2Cl)cc1,-7,0,5,-2,1,-6,5,6
CCOC(=O)c1[nH]c2ccc(OC)cc2c1NC(=O)c1ccccc1C(=O)O,3,5,-7,-8,-22,-25,11,-1
Clc1ccc(Cn2cccc2C2=NCCO2)cc1,7,1,-2,-4,4,-5,-6,14
COc1ccc(-c2nnc(-c3ccc(C)cc3)o2)cc1,5,-1,16,14,-141,-75,-96,-2
O=C(NCc1ccco1)c1cnn2c1NC(c1ccc(Br)cc1)CC2C(F)(F)F (configuration not stated),4,0,8,-14,3,-8,4,15
O=C(CN1CCN(c2nc(-c3ccccc3)cs2)CC1)NNC(=O)c1ccco1,13,-10,-2,-2,12,14,-3,-29
COc1ccc(NC(=S)Nc2ccccc2)cn1,-8,8,25,-4,-38,-32,-9,1
Cc1ccccc1N1CCN(Cc2cc3c(cc2[N+](=O)[O-])OCO3)CC1,-19,1,1,-8,-19,-10,4,8
Cc1ccc(S(=O)(=O)N(C)C)cc1NC(=O)COC(=O)c1ccc2c(c1)OCCO2,7,10,3,-5,24,-1,-3,0
CCOCCCNS(=O)(=O)c1ccc(OC)c(Cl)c1Cl,-1,-5,6,3,11,-21,-7,5
O=C(C1CC1)N1CCC(c2nc(-c3ccc(S(=O)(=O)NCC4CCCO4)cc3)no2)CC1 (configuration not stated),-8,8,-6,-2,-1,34,20,5

Screening results from PubChem.
